# Assay outcomes from PubChem BioAssay.
# HTR5A inv ag: inverse agonist of human HTR5A in OPRM1-OPRD1 counter-screen; P47898; HTR5A cell line, luminescence, inverse agonism; inhibition, % at 9.3 µM; hit rate 0.083% among 340,000; AID 504634; in the data active = inhibition mostly above about 23%, no sharp cut-off; inactive = mostly below about 18%;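 note: 0% = cells with DMSO and 100% = no-cell wells with DMSO; some compounds called inactive have numbers as strong as hits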
# Target sequence (P47898 whole entry, looked up): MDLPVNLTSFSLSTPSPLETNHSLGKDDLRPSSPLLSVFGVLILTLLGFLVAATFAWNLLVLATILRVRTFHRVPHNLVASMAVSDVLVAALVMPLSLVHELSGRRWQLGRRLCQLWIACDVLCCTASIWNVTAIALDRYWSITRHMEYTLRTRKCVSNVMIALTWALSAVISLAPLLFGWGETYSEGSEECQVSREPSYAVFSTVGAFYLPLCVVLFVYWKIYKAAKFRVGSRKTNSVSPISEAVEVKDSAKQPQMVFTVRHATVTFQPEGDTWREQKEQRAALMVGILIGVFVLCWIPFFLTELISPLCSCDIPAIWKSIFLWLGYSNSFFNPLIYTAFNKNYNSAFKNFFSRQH
# PKA-R1A act: activates the PKA-R1A holoenzyme complex; P00514+P68181; PKA-R1A dissociation, Cy5-IP20 fluorescence polarization; scaled: DMSO 0%, 113 µM cGMP 100%; activation, % at 11.4 µM; hit rate 0.083% among 340,000; AID 504707;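 active = percent activation above the mean of all tested compounds plus 3 SD, cut at about 19% in these data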;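 note: higher means more PKAc released from R1A so a rise in polarization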
# AddAB inh: less growth of phage-infected E. coli with AddAB; E. coli expressing H. pylori AddAB, absorbance growth; inhibition, % at 11.9 µM; hit rate 0.29% among 330,000; AID 435030; in the data active = inhibition above about 12%;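 note: 0% = vehicle wells of infected cells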
# PKA-R2B act: activators of human PKA-R2B complex; hit rate 0.079% among 340,000; P22694+P31323; PKA-R2B holoenzyme dissociation, Cy5-IP20 fluorescence polarization; R2B truncated from residue 108, S112A mutant; 0% DMSO only, 100% 113 µM cGMP; AID 504700; activation, % at 11.4 µM;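 active = activation above a cutoff set at the mean over all compounds plus 3 SD, cut at about 18% in these data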;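 note: higher means more holoenzyme dissociation and a rise in polarization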
# HTR5A ag: HTR5A agonism, opioid heterodimer counter-screen; hit rate 0.61% among 340,000; activation, % at 9.3 µM; P47898; HTR5A agonist assay, luminescence, cell-based; AID 504692; in the data active = activation mostly above about 9.5%, no sharp cut-off; inactive = mostly below about 7.6%;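 note: 0% = cells with vehicle only and 100% = reference agonist; strong numbers were not always called active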
# DAGLB inh: blocks human DAGLB lipase activity. Q8NCG7. hit rate 0.059% among 340,000. HEK293T DAGLB membrane lysate, EnzChek fluorogenic substrate. inhibition, % at 5.17 µM; in the data active = inhibition above about 34%;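 note: 0% = enzyme with vehicle and 100% = wells lacking enzyme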
# Target sequence (Q8NCG7 whole entry, looked up): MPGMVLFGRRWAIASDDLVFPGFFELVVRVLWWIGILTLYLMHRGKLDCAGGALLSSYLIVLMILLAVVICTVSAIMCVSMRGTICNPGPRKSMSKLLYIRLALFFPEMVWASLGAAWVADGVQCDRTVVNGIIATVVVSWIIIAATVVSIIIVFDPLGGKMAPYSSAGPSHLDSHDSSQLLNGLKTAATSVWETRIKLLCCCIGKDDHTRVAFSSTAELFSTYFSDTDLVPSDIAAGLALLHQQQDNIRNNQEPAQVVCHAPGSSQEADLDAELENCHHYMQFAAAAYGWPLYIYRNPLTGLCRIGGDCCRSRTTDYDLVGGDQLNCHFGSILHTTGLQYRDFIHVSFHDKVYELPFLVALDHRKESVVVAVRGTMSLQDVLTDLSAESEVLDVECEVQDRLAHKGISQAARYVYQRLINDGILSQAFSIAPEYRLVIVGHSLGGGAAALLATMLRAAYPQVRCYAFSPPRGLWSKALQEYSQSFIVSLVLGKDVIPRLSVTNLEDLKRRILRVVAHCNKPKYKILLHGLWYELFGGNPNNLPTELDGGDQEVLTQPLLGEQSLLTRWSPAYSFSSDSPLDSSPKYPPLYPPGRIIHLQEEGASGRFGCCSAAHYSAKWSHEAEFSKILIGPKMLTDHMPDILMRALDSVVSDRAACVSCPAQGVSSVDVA
# Mot1-301 SUMO: blocks SUMOylation pathway, rescuing yeast Mot1-301 growth; S. cerevisiae Mot1-301 growth rescue, ATP luminescence, 38.5C; percent above DMSO median, 100 means doubled; growth rescue, % at 18.8 µM; hit rate 1% among 320,000;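 active = every valid replicate shows activation above 250% relative to neutral control wells; inactive = the rest, any valid replicate at or below 250%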;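 note: OY570 slx delta 5 strain wells were the positive control but not used for scaling; some compounds called inactive have numbers as strong as hits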
# CDK5 p35 inh: inhibitors of human CDK5/p35 kinase. Recombinant CDK5/p35, ADP-Glo luminescence, 60 min. Q00535+Q15078. inhibition, % at 10 µM. hit rate 0.01% among 330,000;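 active = highest replicate inhibition of at least 50% and at least 75% of replicates reaching 50%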;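 note: plate controls were DMSO neutral control for no effect and GW8510 at 10 µM for full effect; many of its hits are not listed in these tables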
# Ecoli viability: reduces bacterial viability in AddAB counter-screen. E. coli V3065 growth, OD600 absorbance, 18 h. inhibition, % at 11.9 µM. hit rate 0.27% among 330,000. AID 449728;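 active = inhibition above the campaign's mean inhibition across all tested compounds plus 3 SD, cut at about 9.9% in these data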;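 note: uninfected addAB+ strain grown without phage in ampicillin broth; 0% = DMSO wells and 100% = ciprofloxacin 0.95 µg/ml wells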
# Tat export inh: inhibitors of E. coli Tat protein transport; inhibition, % at 10 µM; E. coli MC4100 TorA-mCherry Tat export, fluorescence; AID 488895; hit rate 0.036% among 340,000;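 active = mean replicate inhibition at least 50% and at least half of replicates individually reaching 50%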;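 note: exported cargo escapes ClpAP degradation while cytoplasmic cargo is degraded and loses fluorescence; 0% = median of neutral control wells and 100% = median of NaSCN control wells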
# phage Ecoli inh: E. coli growth loss with phage present; growth absorbance; inhibition, % at 11.9 µM; hit rate 0.26% among 360,000; AID 651602; in the data active = inhibition above about 11%
# Numbers without * were called inactive; nt = no result given.
SMILES,HTR5A inv ag,PKA-R1A act,AddAB inh,PKA-R2B act,HTR5A ag,DAGLB inh,Mot1-301 SUMO,CDK5 p35 inh,Ecoli viability,Tat export inh,phage Ecoli inh
C=CCn1c(SCC(=O)N2CCOCC2)nc(O)cc1=O,-11,1,2.0,0,3,-1,56,-1.8,3.3,-9,2.1
Nn1c(Cc2ccccc2F)nnc1SCC(=O)N1CC(=O)Nc2ccccc21,-7,-13,2.4,-8,8,4,-12,-0.1,-0.7,-5,1.4
O=C(N=C1c2ccccc2CN1c1ccc(F)c(F)c1)c1cccnc1,5,7,3.1,1,-2,0,-8,-8.2,-1.5,10,3.8
Cc1ccc(S(=O)(=O)N2CCC(C(=O)N3CCCCCCC3)CC2)cc1,-5,-5,nt,-2,2,-1,nt,-3.4,nt,-2,0.5
CCc1ccccc1NC(=O)c1ccc(NCCc2ccccc2)c([N+](=O)[O-])c1,-15,-6,-0.2,3,4,2,-1,nt,-0.3,1,3.1
COc1ccc(NC(=O)CN(C)C(=O)CNC(=O)Cc2cccc3ccccc23)cc1,5,-2,-2.3,-3,0,0,-11,-2.5,1.3,-13,2.3
COC(=O)c1c(C(=O)OC)c2cccc3cc(-c4ccccc4)c4ccc1c4n32,-19,-15,-2.5,3,7,5,25,2.2,1.2,6,2.5
Cc1c(C#N)c(=O)oc2ccc3ccccc3c12,-5,-14,-2.0,-5,2,1,-23,-1.4,0.0,-2,3.2
CCOC(=O)C1=C(O)CSC1=Nc1ccccc1,11,-4,0.9,-10,-4,3,6,-0.5,3.1,-4,1.6
Cc1cc(C)cc(NC(=O)COC(=O)[C@@H](NC(=O)c2ccco2)C(C)C)c1,-6,0,2.3,8,2,2,14,-1.5,0.4,5,3.2
O=C(CC(=O)N/N=C/c1c(Cl)cccc1Cl)NCc1cccnc1,16,-5,0.3,6,-4,-2,-10,2.8,-2.8,-12,2.1
COC(=O)C1=C(C(=O)OC)[C@]2([C@H]3CC=CCN[C@@H](Cc4ccccc4)C(=O)N3Cc3ccccc3)C=C[C@H]1O2,21,-14,nt,1,0,-1,nt,1.9,nt,9,1.7
CC(=O)Nc1ccc(C(=O)CSc2nnnn2C)cc1,-20,4,0.1,1,5,2,3,2.1,-1.6,-2,3.5
COc1ccc(/C=C2\SC(=S)N(CCC(=O)NC3C=CS(=O)(=O)C3)C2=O)cc1 (stereo not given),12,-5,-1.2,-12,-3,3,-12,nt,-1.9,-2,1.7
CCCn1c(SCc2ccccc2)nc2c1c(=O)[nH]c(=O)n2C,-1,-10,1.4,6,-6,-1,24,0.2,-0.9,6,4.1
Cc1cccc(C)c1NC(=O)CCCSc1nnc(-c2ccc(F)cc2)n1-c1ccccc1,-9,-6,2.4,-20,3,-2,7,0.5,-1.0,0,2.0
CCOc1ccccc1CNC(=O)c1cc2oc3ccccc3c2n1C,3,-20,1.9,-8,3,-4,-21,1.8,0.9,-9,3.3
CCCC(=O)N(CCN1CCOCC1)c1nc2c(F)cc(F)cc2s1,-10,2,-1.0,1,3,-2,1,nt,-0.8,-1,-0.2
C[C@H](CO)N1C[C@H](C)[C@@H](CN(C)S(C)(=O)=O)Oc2ccc(NS(=O)(=O)c3ccccc3)cc2C1=O,4,3,1.8,-6,1,0,15,1.6,2.2,-54,2.0
Cc1ccc(C(=O)NC(C)c2ccc(-n3ccnc3)cc2)c(C)c1 (stereo not given),5,1,0.3,-2,0,1,-16,-0.4,0.9,-7,0.7
NC1=NC2(CCN(Cc3ccccc3)CC2)n2c(nc3ccccc32)N1,-4,-15,-0.5,4,-1,1,-9,-0.7,-0.1,4,2.6
CCOCCCNC(=O)c1cc(Sc2ccc(F)cc2)nc2ccccc12,9,14,0.2,5,-3,-3,1,2.3,0.4,-6,1.0
CC(=O)c1cccc(NC(=O)COc2cc(C)on2)c1,7,9,1.3,13,-2,1,10,0.4,0.3,-5,-0.1
Cc1c(C(=O)N2CCN(c3ncccn3)CC2)oc2c(Cl)cccc12,7,-4,-1.5,-3,-2,-10,132,2.2,-0.7,2,5.1
O=C(NCc1ccc(Cl)cc1)C(=O)NCC(c1cccnc1)N1CCN(c2ccc(F)cc2)CC1 (stereo not given),7,0,2.1,4,-3,5,6,-1.4,1.2,9,1.5
CCN(CC)S(=O)(=O)c1cccc(NC(=O)CN2C(=O)NC3(CCOc4ccccc43)C2=O)c1 (stereo not given),2,-9,nt,-8,0,4,nt,0.0,nt,7,1.7
Brc1ccc(-c2csc(N3CCC(c4ccccc4)C3)n2)cc1 (stereo not given),-2,-1,0.3,-13,-1,-8,23,0.0,-0.8,3,5.0
COc1c2ccoc2cc2oc(C)cc(=O)c12,-35,8,2.7,12,1,0,22,-0.6,-1.8,-3,1.3
O=C(NCc1ccccc1)c1cccc2c1C(=O)c1ccc(/C=C/c3ccccc3)cc1S2(=O)=O,-15,2,0.7,1,1,9,4,-1.1,-0.5,-1,0.7
Cc1ccc(NC(=O)CN(C)C(=O)COc2ncnc3ccc(Br)cc23)cc1,6,-3,1.7,-9,-2,2,-2,-0.6,0.7,-10,0.2
CC(Oc1ccccc1)C(=O)Nc1nc(-c2ccncc2)cs1 (stereo not given),-23,1,1.9,-10,9,-1,-17,1.0,2.1,3,0.4
CN(CCc1ccccn1)C(=O)CCc1nnc(CCCc2ccccc2)o1,10,3,1.7,6,-3,0,nt,1.2,2.4,-8,3.1
COc1ccc(N2CCN(CCCNC(=O)C3(S(=O)(=O)c4ccc(Cl)cc4)CC3)CC2)cc1,-32,9,-1.7,-5,0,3,-5,0.7,-2.5,-2,nt
Cc1c(C(=O)O)cccc1-n1c(C)cc(/C=N/Nc2ccc([N+](=O)[O-])cn2)c1C,-19,4,2.2,-3,0,12,-12,6.5,-1.0,5,1.4
COc1cccc(C(=O)NCCN2C(=O)S/C(=C/c3cccs3)C2=O)c1OC,32,-4,-0.4,0,0,-1,0,-0.1,-0.2,-3,-2.0
CNc1snc(C)c1C(=O)OCC(=O)Nc1ccc(C)cc1F,12,-7,nt,-14,5,-11,nt,0.0,nt,1,4.3
Cc1ccccc1OCCNC(=O)c1ccco1,-19,-7,3.3,-5,8,3,30,0.6,-0.8,2,1.2
CC(OC(=O)/C=C/c1cccc(Cl)c1)C(=O)NC1CCCCC1C (stereo not given),5,-7,1.9,1,-2,-1,408,-0.2,1.4,-5,4.3
COc1cc2ccccc2cc1C(=O)N(CCN(C)C)c1nc2ccc(C)cc2s1,-7,-5,1.6,-9,2,-4,4,-2.5,0.5,8,2.7
Cc1nn(Cc2ccccc2)c(C)c1C(=O)Nc1ccc(N2CCOCC2)cc1,-14,13,-2.1,-8,5,0,-12,0.2,-1.6,0,2.2

# Part of the list above in another layout.
SMILES | HTR5A inv ag | PKA-R1A act | AddAB inh | PKA-R2B act | HTR5A ag | DAGLB inh | Mot1-301 SUMO | CDK5 p35 inh | Ecoli viability | Tat export inh | phage Ecoli inh
Cc1ccc(NC(=O)CN(C)C(=O)COc2ncnc3ccc(Br)cc23)cc1 | 6 | -3 | 1.7 | -9 | -2 | 2 | -2 | -0.6 | 0.7 | -10 | 0.2
CC(Oc1ccccc1)C(=O)Nc1nc(-c2ccncc2)cs1 (stereo not given) | -23 | 1 | 1.9 | -10 | 9 | -1 | -17 | 1.0 | 2.1 | 3 | 0.4

# More records
SMILES,HTR5A inv ag,PKA-R1A act,AddAB inh,PKA-R2B act,HTR5A ag,DAGLB inh,Mot1-301 SUMO,CDK5 p35 inh,Ecoli viability,Tat export inh,phage Ecoli inh
O=C(NC(Cc1ccc2c(c1)OCO2)C(=O)NC(Cc1ccccc1)C(=O)O)c1ccccc1 (stereo not given),-22,-3,97*,-10,-2,-2,31,-1.5,93*,-1,0.9
COc1ccc(-c2n(Cc3ccccc3)c3ccccc3[n+]2Cc2ccccc2)cc1,12,-7,-2.7,0,0,-9,2,2.1,1.6,12,3.7
Nc1c(C(=O)N/N=C/c2cccnc2)oc2nc(-c3ccccc3)cc(-c3ccco3)c12,nt,nt,4.6,nt,nt,nt,329,1.1,0.7,1,0.4
CCN(CC)c1ccc(NC(=O)COC(=O)CCC(=O)c2cccs2)cc1,-2,5,1.6,4,1,-1,-6,-0.5,-0.3,6,2.0
Cc1ccc2cc(CCNS(=O)(=O)c3ccc(F)cc3)c(=O)[nH]c2c1C,16,2,-0.7,-20,-6,0,47,0.9,0.6,5,4.5
Cc1ccc(-c2nnn(Cc3nc(N)nc(N4CCOCC4)n3)n2)cc1,-13,9,0.4,7,6,0,2,-1.3,-2.4,-9,3.9
CC(C)(C)c1ccc(SCCc2cccnc2)cc1,3,0,0.2,1,-3,-9,19,0.9,3.7,8,0.1
Cc1cccc(C(=O)NCc2ccco2)c1,5,-1,3.3,-3,-2,0,-2,0.8,-0.8,7,-1.4
CN(C(=O)COC(=O)/C=C/c1ccc2c(c1)OCO2)c1c(N)n(Cc2ccccc2)c(=O)[nH]c1=O,-9,-7,0.2,-9,4,3,-12,-4.3,0.0,0,2.3
C[C@H](CO)N1C[C@H](C)[C@@H](CN(C)C(=O)Nc2ccc3c(c2)OCO3)Oc2c(NS(=O)(=O)c3ccc(F)cc3)cccc2C1=O,-15,-1,2.4,-9,5,0,-17,-2.5,0.4,0,0.9
Cc1cccc(NC(=O)/C(C#N)=C\c2ccc(C(=O)O)cc2)c1,-6,9,0.3,-2,2,0,-25,-0.8,-2.7,-3,3.2
COc1ccccc1N1CC(C)(C)C(=O)N(C(=O)c2ccc(C)cc2)C1=S,-32,-9,1.6,-9,6,-1,321,0.4,0.3,2,2.2
C=CCn1c(C)nnc1SCC(=O)c1[nH]c(C)c(C(C)=O)c1C,5,-5,3.5,8,-2,-1,38,-4.8,-0.3,-1,-1.8
Cc1cc(C(=O)NNC(=O)/C=C/c2ccco2)c(C)o1,18,-11,nt,-14,4,1,nt,-0.9,nt,-6,6.1
O=C(COC(=O)C1=COCCO1)Nc1cccc(Oc2ccccc2)c1,-3,-2,-0.3,-6,8,2,5,-3.1,-0.7,-3,5.0
COc1ccc(NC(=O)Nc2c(C)n(C)n(-c3ccccc3)c2=O)c(OC)c1,16,-2,-2.3,8,-1,0,1,0.3,-1.8,-4,1.7
CCc1ccc(NC(=S)N2CCCCCCC2)cc1,-5,-3,0.4,4,2,-1,-2,-0.1,1.0,-12,1.2
O=C(Nc1ccccn1)c1ccc(-c2ccccc2)cc1,-11,2,0.4,4,3,-5,20,1.4,0.8,4,4.5
CC1=C(C#N)C(NC(=O)c2ccc(C)cc2)(C(F)(F)F)C(=O)N1 (stereo not given),-21,8,2.0,17,3,-1,33,1.3,-0.2,2,2.4
c1cnc(NC2C3CC4CC(C3)CC2C4)nc1 (stereo not given),11,-4,-0.3,-6,1,2,-20,2.2,0.7,2,2.3
COc1ccc(-c2noc(CCC(=O)NCc3cc(Br)ccc3OC)n2)cc1,17,-7,2.8,-8,2,-4,-6,-0.5,-0.6,3,-0.5
Cc1cc(C)c(S(=O)(=O)NCc2cn3c(C)csc3n2)cc1C,-18,-20,-0.5,-4,10,4,11,-0.3,1.8,6,3.6
